Compound activity: PubChem BioAssay, National Center for Advancing Translational Sciences (NCATS)
D1 PAM: potentiators of human D1 dopamine receptor. HEK293 TREx D1 cells, calcium flux, dopamine EC20 potentiation. 360,000 tested, 0.036% active. P21728. potentiation, % at 10 µM; in the data active = potentiation above about 30%; note: 0% is about no effect
Target sequence (P21728 whole entry, looked up): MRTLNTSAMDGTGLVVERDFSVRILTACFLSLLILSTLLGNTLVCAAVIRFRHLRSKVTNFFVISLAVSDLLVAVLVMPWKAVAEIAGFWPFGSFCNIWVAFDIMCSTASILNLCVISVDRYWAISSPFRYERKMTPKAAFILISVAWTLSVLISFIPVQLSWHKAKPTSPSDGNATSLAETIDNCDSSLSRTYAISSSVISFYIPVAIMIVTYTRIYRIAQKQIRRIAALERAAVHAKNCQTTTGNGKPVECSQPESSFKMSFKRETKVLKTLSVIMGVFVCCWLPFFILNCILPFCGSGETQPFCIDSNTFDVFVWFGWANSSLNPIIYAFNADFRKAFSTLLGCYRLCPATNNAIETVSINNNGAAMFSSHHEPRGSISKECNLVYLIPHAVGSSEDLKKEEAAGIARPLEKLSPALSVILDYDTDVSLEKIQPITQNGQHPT
TRHR enhancer: allosteric enhancers of human TRH receptor; P34981; TRHR cells, fluo-8 calcium fluorescence, EC20 TRH enhancement; enhancement, % at 2 µM; 360,000 tested, 0.66% active; AID 493056; in the data active = enhancement above about 30%; note: 0% is about no effect
Target sequence (P34981 whole entry, looked up): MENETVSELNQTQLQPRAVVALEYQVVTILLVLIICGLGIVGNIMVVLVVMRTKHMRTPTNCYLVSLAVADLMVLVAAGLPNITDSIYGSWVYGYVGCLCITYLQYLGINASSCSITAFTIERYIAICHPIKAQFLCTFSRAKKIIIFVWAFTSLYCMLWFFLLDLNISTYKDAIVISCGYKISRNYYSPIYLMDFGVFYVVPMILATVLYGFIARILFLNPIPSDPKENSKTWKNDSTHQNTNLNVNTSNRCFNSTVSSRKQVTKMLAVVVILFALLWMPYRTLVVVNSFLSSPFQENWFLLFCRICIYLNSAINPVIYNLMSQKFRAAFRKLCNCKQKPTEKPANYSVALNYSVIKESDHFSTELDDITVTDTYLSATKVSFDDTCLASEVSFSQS
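Enhancer read-out: after compound pinning and an initial kinetic agonist-mode read, an EC20 of TRH (10 nM final) was injected and fluo-8 calcium signal (Ex 480/Em 530) followed at 1 s/cycle for 100 cycles in TRHR-expressing cells.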
D2 potentiator: positive allosteric modulators of human D2 dopamine receptor. HEK293 T-REx D2, calcium flux, EC20 dopamine potentiation. 340,000 tested, 0.34% active. potentiation, % at 10 µM. P14416;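 active = potentiation over 3 SD above the plate norm, cut at about 30% in these data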; note: 0% is about no effect
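Calcium flux readout, no-wash dye, 1 read/s. Inducible HEK293 Trex D2 line, overnight 30 C. Compound alone 180 s (agonist flags), then EC20 dopamine, another 180 s to score potentiation.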
D2 antag: antagonizes the human D2 dopamine receptor | P14416 | HEK293 TREx D2 cells, calcium flux, dopamine EC80 | inhibition, % at 10 µM | 340,000 tested, 2% active; in the data active = inhibition above about 30%; note: 0% is about no effect
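Tetracycline-induced HEK293 T-REx cells expressing D2 force-coupled to calcium signalling were dye-loaded, exposed to compound for 180 s, then challenged with an EC80 of dopamine; calcium flux was followed kinetically for a further 180 s.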
D1 ag: agonists of human D1 dopamine receptor; P21728; HEK293 T-REx D1 cells, calcium flux, agonist mode; activation, % at 2 µM; 360,000 tested, 1% active; AID 504660; in the data active = activation above about 30%; note: 0% is about no effect
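Agonism was scored from calcium flux recorded over 180 s (1 read/s) after pintool compound addition, following a 10-cycle baseline. Cells were inducible force-coupled HEK293 TREx D1, plated overnight at 30 C and loaded with no-wash calcium dye.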
D1 antag: human D1 dopamine receptor antagonism; P21728; HEK293 TREx D1 cells, calcium flux, dopamine EC80; stronger effect = lower value; activity change, negative = inhibition, % at 10 µM; 360,000 tested, 3.2% active; AID 504652; in the data active = activity change below about -30%; note: % is set by controls: 0 for no effect and ±100 for the full control effect
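After overnight tetracycline induction at 30 C, force-coupled D1 HEK293 cells took up a no-wash calcium dye at room temperature. Compounds were added and monitored 180 s, and the response to EC80 dopamine was then recorded.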
RXFP1 antagonist: RXFP1 (human) relaxin receptor antagonism; HEK293-RXFP1, relaxin-stimulated cAMP HTRF, 30 min; stronger effect = lower value; Q9HBX9; activity change, negative = inhibition, % at 57.5 µM; AID 1259400; 350,000 tested, 0.59% active;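 active = activity change of -60% or lower, but not beyond a set lower limit; inconclusive = change between -60% and -40%, or beyond the set limit; inactive = change above -40%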; note: % is set by controls: 0 for no effect and ±100 for the full control effect
D2 agonist: activates the human D2 dopamine receptor | AID 485358 | HEK293 T-REx D2 cells, calcium flux agonist mode | 340,000 tested, 0.53% active | activation, % at 2 µM | P14416;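 active = activation over 3 SD above normal in the single-dose calcium agonist read, cut at about 30% in these data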; note: 0% is about no effect
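Tetracycline-induced HEK293 Trex cells with D2 receptor force-coupled to calcium signaling, plated overnight at 30 C and loaded with no-wash calcium dye. Calcium flux read kinetically for 180 s after compound addition; responses flag agonists.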
RXFP1 ag: agonists of human relaxin receptor RXFP1; Q9HBX9; HEK293T-RXFP1 cAMP TR-FRET, 30 min; response scale: percent of porcine relaxin response, buffer zero; Potency, µM (series often up to 57.5 µM), without a hit: at the top dose activation, usual class: activators; 370,000 tested, 0.3% active; AID 2676; active = well fitted activation curve with a large enough effect; inconclusive = small, poorly fitted or top-dose-only effect; note: potency is the fitted concentration of half-maximal effect; % is set by controls: 0 for no effect and ±100 for the full control effect; nearly all actives have a fitted effect of over 60% in size; many of its hits are not listed in these tables
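HEK293 cells stably expressing RXFP1, treated 30 min at 37C with compounds plus PDE4 inhibitor Ro 20174; cAMP measured by HTRF TR-FRET. Normalized to buffer and 29 nM porcine relaxin; EC50 by Hill fit.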
An asterisk follows results filed as active; ? = inconclusive; . = no result given.

cpd	smiles	D1 PAM	TRHR enhancer	D2 potentiator	D2 antag	D1 ag	D1 antag	RXFP1 antagonist	D2 agonist	RXFP1 ag
1	COCCNC(=O)c1cc2c(=O)n3cccc(C)c3nc2n(Cc2ccncc2)c1=N	4.5	2.6	3.0	4.6	2.3	2.8	-0.4	-0.3	29.2%
2	Cc1ccccc1OCc1nnc(SCC(=O)NCc2ccco2)n1C	-5.1	-9.9	-3.0	17.4	0.7	4.5	-8.1	1.0	0.4%
3	CC12CCC3C(CCC4N(CCO)CCC34C)C1CCC2O (stereo not drawn)	-3.5	-2.7	-1.4	3.7	0.9	9.1	-1.2	0.5	-2.4%
4	O=C(Nc1ncc([N+](=O)[O-])s1)c1cccc([N+](=O)[O-])c1	-15.9	7.5	26.3	-23.7	31.7*	-25.0	-9.6	11.3	6.4%
5	Cc1ccc(Nc2nc(CSc3nnc(-c4ccncc4)n3C)cs2)cc1	-10.7	-7.1	5.9	-7.5	3.3	-1.7	-7.6	-1.8	-1.4%
6	CCOc1ccc(NC(=O)CN(C)C(=O)c2ccc(N3CCOCC3)c([N+](=O)[O-])c2)cc1OCC	-0.3	0.3	8.9	11.5	1.5	-13.1	-6.8	0.2	-0.4%
7	CC(Oc1ccccc1)c1ccn[nH]1 (stereo not drawn)	8.9	2.4	3.8	9.5	2.5	-3.9	6.4	-0.1	3.1%
8	C/C(=N\NC(=O)Cc1ccc(O)cc1)c1cccnc1	-1.9	-1.1	-4.2	-4.2	4.9	18.0	-6.9	1.2	-1.6%
9	C=CCOc1ccc(/C=C/C(=O)OCC(=O)NCc2cccs2)cc1	-0.7	-1.2	-8.7	9.8	7.3	-11.0	-27.6	3.7	-0.3%
10	CC(C)NC(=O)CCCC(=O)NC(C)C	-5.1	0.2	-1.8	1.2	4.1	-6.7	-19.0	1.4	4.7%
11	Cc1cccc(C)c1NC(=S)N/N=C/c1ccc(C(=O)O)cc1	-5.1	2.8	-0.6	36.2*	3.9	6.3	-12.7	0.1	2.5%
12	COc1cccc(NC(=O)C2C(c3ccccc3)C2(Cl)Cl)c1 (stereo not drawn)	-12.4	-1.4	-7.1	2.4	2.0	-21.1	4.0	1.4	-6.1%
13	CCOC(=O)c1ccc(NC(=O)CCOc2ccc(OC)cc2)cc1	-8.9	7.2	-1.6	-6.1	0.5	-19.3	-4.6	0.8	-0.6%
14	O=C(CCc1ccccc1)OCC(=O)c1ccc(Br)cc1	-0.7	6.2	8.0	-34.2	0.7	12.5	-8.4	-1.3	1.5%
15	C=CCN1c2ccccc2C(=O)CS1(=O)=O	-6.8	-2.1	-10.3	-21.2	-0.1	-3.9	.	0.1	-0.2%
16	O=C(CNC(=S)NC(=O)c1ccccc1Br)c1ccccc1	4.1	-0.1	6.2	0.9	0.2	0.9	?	-0.8	-1.3%
17	O=C(NCC1CCCC(CNC(=O)N2CCc3ccccc32)C1)N1CCc2ccccc21 (stereo not drawn)	-5.8	-14.8	-13.9	-3.9	2.3	-5.3	-1.0	1.6	1.0%
18	Fc1ccccc1Nc1ncnc2c1nnn2Cc1ccccc1	-8.3	-5.8	.	.	2.6	0.3	-10.8	.	-0.1%
19	C=CCOc1cccc(C(=O)N2CCCC(CNS(=O)(=O)c3cccs3)C2)c1 (stereo not drawn)	-5.8	-1.6	-3.0	6.1	-0.9	-6.7	1.8	-0.2	0.5%
20	CCc1nc2oc3ccccc3c(=O)c2c(=O)n1Cc1ccc(OC)cc1	-5.0	0.9	6.6	-8.7	2.2	-1.8	8.3	-0.2	3.4%
21	CCn1c(Cc2ccccc2)nnc1SCC(=O)Nc1cc(C)on1	-2.8	4.8	.	.	2.5	-18.6	3.4	.	2.9%
22	COc1cc(C(=O)Nc2nc(-c3ccc(C)cc3)cs2)ccc1OCC(=O)N1CCOCC1	3.9	-0.5	14.6	-9.6	5.9	-7.7	-19.1	-1.0	2.0%
23	O=C(CCC(=O)NNC(=O)COc1ccc(Br)cc1Br)NCc1ccccc1	-3.3	1.7	1.3	-5.9	3.4	-1.3	-12.1	0.0	2.3%
24	COc1cc(OC)c(NC(=O)c2ccc(Br)o2)cc1Cl	-10.2	-6.6	-8.6	.	0.0	20.4	5.0	.	2.5%
25	CCCN(CC(=O)Nc1ccccc1C)C(=O)Cc1coc2cc(C)ccc12	2.1	-2.5	-0.2	-11.0	0.3	8.0	-17.5	0.0	-1.1%
26	Cc1cn2c(=O)cc(COC(=O)c3ccc(NC(=O)c4ccc(C(C)(C)C)cc4)cc3)nc2s1	0.2	2.5	1.2	.	2.5	-8.2	4.3	2.2	8.3%
27	Cc1ccc(-n2ncc(C(=O)N(C)Cc3ccccc3)c2-n2cccc2)cc1	-0.5	-0.4	-2.6	.	9.3	-9.9	-8.6	0.1	-2.0%
28	O=C(NCc1ccc(F)cc1)C(=O)c1cn(CC(=O)N2CCCC2)c2ccccc12	1.4	0.5	7.2	11.3	5.1	0.7	5.9	-1.2	4.9%
29	CCOc1ccc(CNCCc2ccc(S(N)(=O)=O)cc2)cc1	6.8	17.3	-12.0	-7.9	2.3	-20.2	-12.7	2.5	0.8%
30	Cc1nn(-c2ccccc2)c(N)c1N=Nc1cccnc1	-2.2	4.3	9.6	.	3.1	0.1	-8.1	.	-1.1%
31	CCN1CCN(C(=O)CCc2nnc3ccc(N4CCC5(CC4)OCCO5)nn23)CC1	-1.9	-0.6	1.2	1.0	6.5	-1.4	12.5	0.0	?
32	Cc1oc(-c2ccccc2)cc1C(=O)Nc1ccc2ccccc2c1	-5.8	10.6	3.1	-5.8	5.6	-4.4	-11.7	-0.1	0.4%
33	Cc1cc(NC2C3CC4CC(C3)CC2C4)n2nnnc2n1 (stereo not drawn)	1.5	-4.4	-2.6	-2.0	2.1	-9.0	2.4	-0.4	3.9%
34	Cc1ccc(NC(=O)N2CCN(c3nnc(C)c4c(C)n(-c5ccccc5)nc34)CC2)c(Cl)c1	-4.3	-3.2	-5.2	.	3.0	-7.0	2.1	.	0.3%
35	CN(C)CCCN(C(=O)c1ccc(S(=O)(=O)N2CCOCC2)cc1)c1nc2ccc(F)cc2s1	3.2	3.4	-7.5	12.6	6.7	3.6	-25.8	0.8	-2.9%
36	O=C(CCc1ccccc1Cl)Nc1ccc(S(=O)(=O)Nc2nccs2)cc1	-0.2	4.6	1.2	.	5.0	-27.4	-3.6	.	-1.0%
37	Cc1ccc(O)c(C(=O)c2cc(C#N)c(=O)n(Cc3ccccc3)c2)c1	-1.9	-4.4	2.2	7.4	5.6	-0.3	-90.3*	1.4	0.6%
38	CC(C)(C)C(=O)Nc1cccc(C(=O)OCc2cc(=O)n3nc(C4CCCCC4)sc3n2)c1	-0.4	-5.2	3.6	.	0.9	-6.1	-4.5	-0.8	-2.2%
39	NC(=O)c1ccc(N2CCN(c3ccc(O)cc3)CC2)c([N+](=O)[O-])c1	-2.5	-1.9	4.2	0.3	0.0	-17.1	?	-0.2	-1.0%
40	Cc1cccc(NC(=O)C(=O)NCC(c2cccnc2)N2CCOCC2)c1 (stereo not drawn)	-4.3	9.8	4.8	.	4.6	12.2	-21.8	1.3	3.1%

Profiles, looked up by structure. Order of values: D1 PAM | TRHR enhancer | D2 potentiator | D2 antag | D1 ag | D1 antag | RXFP1 antagonist | D2 agonist | RXFP1 ag
NC(=O)c1ccc(N2CCN(c3ccc(O)cc3)CC2)c([N+](=O)[O-])c1 is listed with -2.5 | -1.9 | 4.2 | 0.3 | 0.0 | -17.1 | ? | -0.2 | -1.0%
CCn1c(Cc2ccccc2)nnc1SCC(=O)Nc1cc(C)on1 is listed with -2.8 | 4.8 | . | . | 2.5 | -18.6 | 3.4 | . | 2.9%

Some of these compounds in order of the D1 PAM value, rising:
| no. | Molecule | D1 PAM | TRHR enhancer | D2 potentiator | D2 antag | D1 ag | D1 antag | RXFP1 antagonist |
| --- | --- | --- | --- | --- | --- | --- | --- | --- |
| 32 | Cc1oc(-c2ccccc2)cc1C(=O)Nc1ccc2ccccc2c1 | -5.8 | 10.6 | 3.1 | -5.8 | 5.6 | -4.4 | -11.7 |
| 34 | Cc1ccc(NC(=O)N2CCN(c3nnc(C)c4c(C)n(-c5ccccc5)nc34)CC2)c(Cl)c1 | -4.3 | -3.2 | -5.2 | . | 3.0 | -7.0 | 2.1 |
| 38 | CC(C)(C)C(=O)Nc1cccc(C(=O)OCc2cc(=O)n3nc(C4CCCCC4)sc3n2)c1 | -0.4 | -5.2 | 3.6 | . | 0.9 | -6.1 | -4.5 |
| 33 | Cc1cc(NC2C3CC4CC(C3)CC2C4)n2nnnc2n1 (stereo not drawn) | 1.5 | -4.4 | -2.6 | -2.0 | 2.1 | -9.0 | 2.4 |

Carrying on.
cpd	smiles	D1 PAM	TRHR enhancer	D2 potentiator	D2 antag	D1 ag	D1 antag	RXFP1 antagonist	D2 agonist	RXFP1 ag
41	CC(=O)N1CCN(C(=O)c2ccc(NS(=O)(=O)c3ccc4c(c3)OCCO4)cc2)CC1	3.2	2.4	7.9	-13.7	0.7	-5.2	.	0.5	-0.6%
42	CCc1ccccc1NC(=O)Nc1cc(C(=O)NCc2ccc(C(C)C)cc2)ccc1N1CCCC1	1.9	17.0	8.9	.	3.8	10.5	0.9	-3.4	0.4%
43	Cc1ccc(S(=O)(=O)N2CCN(S(=O)(=O)c3c(C)n[nH]c3C)CC2)cc1C	-2.0	-8.5	-7.7	21.1	0.7	-17.2	-1.0	0.2	0.5%
44	Cc1ccc(CNC(=O)c2cnn(-c3ccc(F)cc3F)c2C2CCN(C(=O)OC(C)(C)C)CC2)cc1	-2.7	2.8	2.3	.	2.5	7.2	-32.7	0.5	-3.8%
45	Cc1ccc(/C=C2/C(=N)N3N=C(CC(=O)N4CCCC4)SC3=NC2=O)o1	0.2	-2.3	-1.4	3.9	5.6	-2.1	6.0	1.4	-1.2%
46	COc1cc(C2c3c(-c4ccccc4)n[nH]c3C(=O)N2c2ccccc2)ccc1O (stereo not drawn)	9.3	0.9	25.4	-4.8	5.4	9.3	3.9	-0.3	1.4%

The list is partial; count on the stated rates, not on these rows.
